RXFP1 antagonist – blocks the human relaxin receptor RXFP1; Q9HBX9; HEK293-RXFP1, relaxin-stimulated cAMP HTRF, 30 min; stronger effect = lower value; activity change, negative = inhibition, % at 57.5 µM; 0.59% of 350,000 active; AID 1259400;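 active = activity change of -60% or lower, but not beyond a set lower limit; inconclusive = change between -60% and -40%, or beyond the set limit; inactive = change above -40%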; also: % is scaled to controls: 0 for no effect and ±100 for the full control effect
D1 potentiator – human D1 dopamine receptor positive modulation; P21728; HEK293 TREx D1 cells, calcium flux, dopamine EC20 potentiation; potentiation, % at 10 µM; 0.036% of 360,000 active; AID 504651; in the data active = potentiation above about 30%; also: 0% is about no effect
Target sequence (P21728 whole entry, looked up): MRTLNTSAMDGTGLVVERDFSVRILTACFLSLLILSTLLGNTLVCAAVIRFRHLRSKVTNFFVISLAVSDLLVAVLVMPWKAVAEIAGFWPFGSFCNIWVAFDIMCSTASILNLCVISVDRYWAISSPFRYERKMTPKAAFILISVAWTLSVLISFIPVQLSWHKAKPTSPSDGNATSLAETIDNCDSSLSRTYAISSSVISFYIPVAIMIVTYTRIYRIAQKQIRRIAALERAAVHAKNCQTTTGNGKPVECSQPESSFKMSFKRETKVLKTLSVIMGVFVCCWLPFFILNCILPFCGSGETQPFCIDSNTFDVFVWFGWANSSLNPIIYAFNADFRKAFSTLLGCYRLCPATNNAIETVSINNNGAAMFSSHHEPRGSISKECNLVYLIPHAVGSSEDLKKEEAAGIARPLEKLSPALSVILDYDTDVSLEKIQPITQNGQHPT
Vif-A3F inh – blocks the Vif interaction with APOBEC3F; 0.2% of 390,000 active; HeLa A3F-eYFP + Vif (tagged APOBEC3F with the HIV-1 protein that degrades it), YFP fluorescence increase; Potency, µM (titrated, usually from 46.1 µM), for the others: top-dose activity, negative = active; AID 602313; also: potency is read from the fitted curve at half-maximal effect; % of control where 0% means no effect; nearly all actives have a fitted effect of over 65% in size
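HeLa cells stably expressing Vif plus C-terminally eYFP-tagged A3F were seeded, incubated overnight at 37 deg C, dosed with compound, incubated overnight again at 37 deg C. Yellow fluorescence (Ex 488/Em 500-530) reported blocked Vif-mediated A3F-eYFP degradation.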
GRP78 ERSR act – ER stress response induction in glioma | U87-MG GRP78 promoter luciferase reporter, 16 h | Potency, µM, for the others: at the top dose activation, actives largely listed as activators | 0.02% of 420,000 active | AID 602332; also: potency is read from the fitted curve at half-maximal effect; series mostly up to about 76 µM; % of control where 0% means no effect; nearly all actives have a fitted effect of over 35% in size
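Stably transfected U87-MG human glioma cells carrying a GRP78-based luminescent sensor were seeded at 1000 cells/well, pin-dosed with compounds and incubated 16 h. Luciferase reagent was then added, and end-point luminescence was read after 10 min at room temperature.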
Vif-A3G inh – inhibitors of Vif-APOBEC3G interaction; Q9HC16; HeLa A3G-eYFP + Vif (tagged APOBEC3G with the HIV-1 protein that degrades it), YFP fluorescence, overnight; Potency, µM (top dose mostly 46.1 µM), inactives show at the highest dose activity, negative = active, most hits filed as inhibitors; 0.076% of 410,000 active;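 also: potency is read from the fitted curve at half-maximal effect; % is scaled to controls: 0 for no effect and ±100 for the full control effect; nearly all actives have a fitted effect of over 60% in size; hits raise eYFP signal because A3G escapes Vif-driven loss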
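Read-out is eYFP fluorescence (Ex 488/Em 500-530) from Vif-expressing HeLa A3G-eYFP cells; more signal means A3G escaped Vif-mediated degradation. Cells plated overnight, compound pinned in, incubated overnight at 37 deg C.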
D1 agonist – activates the human D1 dopamine receptor | HEK293 T-REx D1 cells, calcium flux, agonist mode | activation, % at 2 µM | 1% of 360,000 active | AID 504660; in the data active = activation above about 30%; also: 0% is about no effect
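Tetracycline-induced HEK293 TREx D1 cells, force-coupled to calcium signalling, were dye-loaded with a no-wash calcium kit. Compound was pin-added after a 10 s baseline. Fluorescence was read kinetically at 1 cycle/s for 180 s, with calcium rises flagged as agonism.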
D1 antag – antagonists of human D1 dopamine receptor; 3.2% of 360,000 active; HEK293 TREx D1 cells, calcium flux, dopamine EC80; stronger effect = lower value; activity change, negative = inhibition, % at 10 µM; AID 504652; in the data active = activity change below about -30%; also: % is scaled to controls: 0 for no effect and ±100 for the full control effect
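Kinetic fluorescence of a calcium dye serves as the read-out. D1-expressing Hek293 Trex cells, induced overnight at 30 C, are exposed to compound for 180 s before an EC80 dopamine addition, then read 180 s further.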
RXFP1 agonist – activates the human relaxin receptor RXFP1; 0.3% of 370,000 active; Q9HBX9; HEK293T-RXFP1 cAMP TR-FRET, 30 min; response scale: percent of porcine relaxin response, buffer zero; Potency, µM (top dose mostly 57.5 µM), for the others: at the highest dose activation, usual class: activators; AID 2676; also: potency is read from the fitted curve at half-maximal effect; % is scaled to controls: 0 for no effect and ±100 for the full control effect; nearly all actives have a fitted effect of over 60% in size; many of its hits are not listed in these tables
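HEK293T cells stably expressing RXFP1 were pretreated with the PDE4 inhibitor Ro 20174, exposed to compounds for 30 min at 37C, lysed, and cAMP was read by TR-FRET. Data normalized to buffer (basal) and 29 nM porcine relaxin (100%).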
D2 PAM – D2 dopamine receptor (human) potentiation | HEK293 T-REx D2, calcium flux, EC20 dopamine potentiation | AID 485347 | P14416 | potentiation, % at 10 µM | 0.34% of 340,000 active;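 active = potentiation over 3 SD above the plate norm, cut at about 30% in these data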; also: 0% is about no effect
Target sequence (P14416 whole entry, looked up): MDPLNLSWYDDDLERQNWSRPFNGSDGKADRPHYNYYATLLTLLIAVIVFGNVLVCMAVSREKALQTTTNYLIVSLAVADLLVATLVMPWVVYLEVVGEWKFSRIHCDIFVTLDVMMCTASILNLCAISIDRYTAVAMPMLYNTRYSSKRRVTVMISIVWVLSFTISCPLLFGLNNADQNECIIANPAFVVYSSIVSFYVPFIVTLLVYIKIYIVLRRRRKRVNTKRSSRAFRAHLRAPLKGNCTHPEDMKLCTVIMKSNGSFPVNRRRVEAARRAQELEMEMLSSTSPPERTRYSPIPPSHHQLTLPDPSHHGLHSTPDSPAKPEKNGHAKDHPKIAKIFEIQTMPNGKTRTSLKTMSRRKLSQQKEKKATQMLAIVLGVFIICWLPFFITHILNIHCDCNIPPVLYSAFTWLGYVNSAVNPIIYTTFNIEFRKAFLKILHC
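Primary screen. Calcium kinetics in induced HEK293 T-REx D2 cells: compound pre-addition 180 s, EC20 dopamine, 180 s more.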
* marks the source's active call; other numbers are inactive results; ? = inconclusive; . = no result given; & = joins results of further samples. Unless noted, calls follow the shape of the dose curve; as a rule, active = well fitted curve in the direction sought with a large enough effect; inconclusive = small, poorly fitted or top-dose-only effect, or another doubt; inactive = no such curve, though single readings can be large; an effect the other way counts as inactive or inconclusive. Some of the compounds tested; rates above refer to the full screens.

SMILES | RXFP1 antagonist | D1 potentiator | Vif-A3F inh | GRP78 ERSR act | Vif-A3G inh | D1 agonist | D1 antag | RXFP1 agonist | D2 PAM
CCN(CC(=O)Nc1ccccc1C(F)(F)F)C(=O)C1CC(=O)N(Cc2ccccc2)C1 (stereo not drawn) | 4 | -6 | 1% | 0% | 1% | 1 | -5 | 0.3% | 18
COc1ccc(OC)c(NC(=O)c2cc(-c3ccc(Cl)s3)nc3ccccc23)c1 | . | 0 | -2% | -3% | 0% | 1 | 3 | -1.0% | -3
O=C(CNC(=O)c1ccc2c(c1)OCCO2)N/N=C/c1ccc(O)cc1O | 7 | -6 | -3% | -6% | 1% | 1 | -3 | 0.0% | -18
CCC(=O)N(C)CCc1cc2c(c(OC)c1/C=N/NC(=O)c1ccc(Br)cc1)OCO2 | -3 | -9 | -10% | 1% | -3% | 0 | -8 | 0.8% | -21
O=C(Cc1ccccc1)Nc1cccc(-c2nnc(-c3ccco3)o2)c1 | -16 | . | -1% | -5% | -2% | . | . | 0.5% | .
Cn1c(=O)c2c(-c3ccccc3Br)n(CCc3ccccc3)cc2n(C)c1=O | . | 1 | 5% | -3% | 0% | 0 | 0 | -1.8% | 10
Cc1ccc(NC(=O)CCS(=O)(=O)c2cccc3nonc23)cc1Cl | -3 | -2&1 | -6%&-10% | -3%&-2% | -10%&-1% | 6&0 | -3&5 | -1.7%&-2.1% | 12&1
CSc1ccccc1C(=O)NCc1ccc2c(c1)OCO2 | 16 | -2 | 1% | -1% | 0% | 0 | -12 | -1.6% | 2
CCOc1ccccc1NC(=O)C1CCN(S(C)(=O)=O)CC1 | . | -7 | 2% | -2% | 1% | 4 | -4 | -0.7% | 8
COc1cc(C2NC(=O)NC(C)=C2C(=O)OCc2ccccc2)ccc1O (stereo not drawn) | -5 | -1 | -20% | -4% | -3% | 2 | 2 | 0.0% | 5
Cc1ccc2cc(C#N)c(N3CCCN(C(=S)NCCCN(C)C)CC3)nc2c1 | -13 | -7 | -9% | -5% | 13% | 16 | -4 | -0.6% | -3
COC(=O)c1cc(NC(=O)c2ccc(-c3ccccc3)cc2)ccc1Cl | -4 | -1 | 9% | -4% | 4% | 11 | -16 | 12% | 2
CCOc1ccc(C2CC(c3cccc(OC)c3)Nc3nc(N)nn32)cc1 (stereo not drawn) | -3 | -3 | -4% | 0% | -6% | -2 | 14 | 1.8% | -7
O=C(O)c1cc(-c2cccs2)nn1-c1ccc(F)cc1 | 5 | -1 | 0% | -2% | 0% | 2 | -6 | 13% | 14
CCOC(=O)c1cc(-c2ccc3c(c2)OCCO3)nc2c1c(C)nn2CCC#N | -12 | -10 | -5% | -3% | -1% | 3 | 5 | 6.2% | 0
COc1ccc(/C=N/NC(=O)c2ccco2)cc1Cn1nc(C)cc1C | 1 | -5 | 5% | -3% | 1% | 3 | -23 | 1.4% | 2
Cc1cc(-c2csc(N)n2)c(C)n1CCC(C)C | 1 | -1 | -4% | 2% | 0% | 0 | 4 | 0.4% | 24
C=CCC(NCCCO)c1cccc(OC)c1OC (stereo not drawn) | -7 | -3 | 4% | -5% | 2% | 2 | -2 | -0.2% | .
COc1cc(/C=N/n2cc(-c3ccccc3)[nH]c2=S)cc(OC)c1O | -6 | -4 | -29% | -1% | -14% | -1 | -21 | -0.1% | -2
Cn1c(=S)c2[nH]c(SCCN3CCCC3)nc2n(C)c1=O | 13 | -3 | ? | -3% | 1% | 3 | -4 | ? | 5
CC(C)CNC(=S)NC(=O)c1ccccc1Cl | -4 | -10 | -11% | 1% | 1% | -1 | -1 | 1.0% | -2
O=C(O)c1ccccc1C(=O)Nc1ccc(Nc2ccc([N+](=O)[O-])cc2[N+](=O)[O-])cc1 | 5 | 3 | -4% | -3% | 3% | 0 | -12 | -0.4% | -1
COc1ccc(-c2csc(N(CC(C)C)C(=O)c3ccco3)n2)cc1 | 5 | 25 | -1% | 0% | -8% | 8 | 16 | 0.9% | 12
O=C1C=C(NCCc2ccccc2)C2(CCCCC2)O1 | -4 | -2 | 10% | -5% | 0% | 2 | 2 | 1.1% | 9
O=C(Nc1ccc(N2CCOCC2)c(Cl)c1)c1ccc(Cl)cc1 | -83* | -5 | 1% | 2% | -7% | 14 | -31* | 1.6% | -18

(next part)
SMILES | RXFP1 antagonist | D1 potentiator | Vif-A3F inh | GRP78 ERSR act | Vif-A3G inh | D1 agonist | D1 antag | RXFP1 agonist | D2 PAM
NC(=O)c1ccccc1NC(=O)CCn1c(=S)oc2ccccc21 | 28 | -4 | 11% | -1% | -1% | 2 | 11 | 3.0% | 6
Cc1cccc(N2CCN(c3nc4nonc4nc3N3CCSCC3)CC2)n1 | -5 | -5 | -1% | 1% | -4% | 0 | -9 | 11% | .
Oc1ccccc1C=NN=Cc1c(O)ccc2ccccc12 | -3 | . | ? | 1% | -15% | . | . | . | .
COCCNC(=O)C(C)OC(=O)c1cc2sccc2n1C (stereo not drawn) | -4 | -6 | 11% | -5% | 1% | 2 | 4 | -0.2% | 4
COc1ccc(CC(=O)N(C)CC(=O)Nc2cccc(F)c2)cc1S(=O)(=O)N1CCOCC1 | -13 | -6 | 13% | -1% | 1% | 1 | 1 | 0.3% | -3
CCOC(=O)c1[nH]c2ccc(OC)cc2c1NC(=O)C(C)N1CCSCC1 (stereo not drawn) | . | -6 | . | . | . | 0 | 0 | 6.3% | -9
CC(=O)N1CCc2cc(S(=O)(=O)CCC(=O)NCc3ccco3)ccc21 | -3 | -4 | 2% | 1% | 2% | 0 | 2 | 5.6% | 4
Cc1ccccc1NC(=O)CSc1nnc2ccc(-c3ccncc3)nn12 | -12 | -17 | 2% | -5% | -2% | 9 | -26 | 12% | .
COC(=O)c1sccc1-n1cccc1C(=O)C(=O)Nc1ccc(F)cc1 | -21 | -7 | 10% | 2% | -2% | 7 | 0 | 2.5% | 0
COc1ccc(N=Nc2c(C)[nH]c3ccccc23)cc1 | 27 | . | -2% | 15% | -12% | . | . | . | .
CCc1ccc(NC(=O)CSc2nc3ccsc3c(=O)n2CCC(=O)O)cc1 | -1 | 0 | -4% | -4% | 1% | 4 | 4 | 3.0% | 1
CCN(Cc1ccncc1)C(=O)CSc1ccc2ccccc2c1 | 8 | -4 | -16% | 0% | 2% | 11 | 6 | -3.1% | 0
Cc1onc(-c2ccc(Cl)cc2Cl)c1C(=O)/C=C/N(C)C | 4 | -2 | 2% | -5% | 0% | 6 | -4 | 0.2% | -1
Cc1ccc(C(C(=O)NC2CCCCC2)N(Cc2ccco2)C(=O)C2COc3ccccc3O2)o1 (stereo not drawn) | 2 | -5 | 4% | -6% | 1% | 7 | 3 | -0.9% | 4
Cc1ccc(NC(=O)[C@@H]2CCCN2C(=O)[C@@H]2Cc3ccccc3CN2)c(C)c1 | -11 | 3 | 3% | 3% | -6% | 0 | -15 | -3.1% | 0
CC(C)c1csc(CN2CCC(N3CCC(C(=O)N4CCOCC4)CC3)CC2)n1 | 8 | -4 | 0% | -6% | 0% | 1 | 3 | 1.5% | -5
CN1C(=O)C(CC(=O)Nc2ccc(F)cc2)N(CCCc2ccccc2)C1=S (stereo not drawn) | -4 | 4 | . | -5% | -9% | 16 | 9 | -0.2% | 10
O=C(c1ccc2c(c1)OCO2)N1CCN(S(=O)(=O)c2ccc(Cl)cc2)CC1 | 7 | -6 | -1% | -8% | 0% | 7 | -7 | 2.2% | .
Cc1ccc(S(=O)(=O)N(C)C)cc1NC(=S)Nc1ccc2[nH]c(=O)[nH]c2c1 | 2 | -3 | 5% | -3% | 3% | 8 | -22 | -0.6% | -14
COc1ccc(S(=O)(=O)NCCc2csc3nc(-c4ccccc4)nn23)cc1OC | -2 | -1 | -5% | -2% | 2% | 2 | . | -0.1% | 0
CCCOc1cccc(C(=O)N(Cc2ccc(OC)c(OC)c2)C2CCS(=O)(=O)C2)c1 (stereo not drawn) | -4 | -2 | -2% | -5% | 0% | 1 | -5 | 0.5% | 3

An excerpt from above in order of molecular weight, falling:
SMILES | RXFP1 antagonist | D1 potentiator | Vif-A3F inh | GRP78 ERSR act | Vif-A3G inh | D1 agonist | D1 antag | RXFP1 agonist | D2 PAM
COc1ccc(CC(=O)N(C)CC(=O)Nc2cccc(F)c2)cc1S(=O)(=O)N1CCOCC1 | -13 | -6 | 13% | -1% | 1% | 1 | 1 | 0.3% | -3
COc1ccc(S(=O)(=O)NCCc2csc3nc(-c4ccccc4)nn23)cc1OC | -2 | -1 | -5% | -2% | 2% | 2 | . | -0.1% | 0
O=C(c1ccc2c(c1)OCO2)N1CCN(S(=O)(=O)c2ccc(Cl)cc2)CC1 | 7 | -6 | -1% | -8% | 0% | 7 | -7 | 2.2% | .
Cc1ccc(S(=O)(=O)N(C)C)cc1NC(=S)Nc1ccc2[nH]c(=O)[nH]c2c1 | 2 | -3 | 5% | -3% | 3% | 8 | -22 | -0.6% | -14
CN1C(=O)C(CC(=O)Nc2ccc(F)cc2)N(CCCc2ccccc2)C1=S (stereo not drawn) | -4 | 4 | . | -5% | -9% | 16 | 9 | -0.2% | 10
CCOC(=O)c1[nH]c2ccc(OC)cc2c1NC(=O)C(C)N1CCSCC1 (stereo not drawn) | . | -6 | . | . | . | 0 | 0 | 6.3% | -9
Cc1ccc(NC(=O)[C@@H]2CCCN2C(=O)[C@@H]2Cc3ccccc3CN2)c(C)c1 | -11 | 3 | 3% | 3% | -6% | 0 | -15 | -3.1% | 0
CC(=O)N1CCc2cc(S(=O)(=O)CCC(=O)NCc3ccco3)ccc21 | -3 | -4 | 2% | 1% | 2% | 0 | 2 | 5.6% | 4
CCN(Cc1ccncc1)C(=O)CSc1ccc2ccccc2c1 | 8 | -4 | -16% | 0% | 2% | 11 | 6 | -3.1% | 0
Oc1ccccc1C=NN=Cc1c(O)ccc2ccccc12 | -3 | . | ? | 1% | -15% | . | . | . | .
COc1ccc(N=Nc2c(C)[nH]c3ccccc23)cc1 | 27 | . | -2% | 15% | -12% | . | . | . | .
